# Screening data: PubChem BioAssay, National Center for Advancing Translational Sciences (NCATS)
# TexasRed fluor: Texas Red fluorescence interference in TRb-SRC2 counter-screen. 280,000 compounds, 0.29% hits. TRb/SRC2 Texas Red total fluorescence interference. Potency, µM (series often up to 106 µM), for the others: at the highest dose fluorescence change, negative = quenching; active = well fitted curve in either direction with a large enough effect; inconclusive = small, poorly fitted or top-dose-only effect; note: potency is the fitted concentration of half-maximal effect; % is set by controls: 0 for no effect and ±100 for the full control effect
#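 Flags fluorescent or light-absorbing compounds by total fluorescence, S + 2P, at 555 nm excitation and 632 nm emission. Mixture: 20 nM Texas Red SRC2 peptide, 0.6 uM human TRb LBD, 1 uM T3, 5% DMSO; compound exposure 5 h at ambient temperature.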
# Tau fluor counter: counter-screen for tau fibril formation inhibitors; Potency, µM (top dose mostly 57.7 µM), inactives show top-dose activity change, negative = decrease; AID 1463; tau K18 P301L (four-repeat tau fragment) Alexa594 fluorescence, heparin fibrillization; 280,000 compounds, 0.93% hits; note: potency is the fitted concentration of half-maximal effect; % is set by controls: 0 for no effect and ±100 for the full control effect; nearly all actives have a fitted effect of over 55% in size
#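 Human K18 P301L tau (15 uM unlabeled plus 0.24 uM Alexa 594-labeled, final) in 100 mM sodium acetate pH 7 was mixed with compound and 20 uM heparin and incubated 6 hr at 37 C.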
# Tau fibril FP: blocks human tau fibril formation measured by polarization; 280,000 compounds, 0.39% hits; P10636; Potency, µM (highest dose often 57.7 µM), for the others: top-dose activity, negative = inhibition, hits mostly inhibitors; K18 P301L tau heparin fibrillization, Alexa594 FP, 6 h; note: potency is the fitted concentration of half-maximal effect; % is set by controls: 0 for no effect and ±100 for the full control effect; nearly all actives have a fitted effect of over 55% in size
# Target sequence (P10636 561-689 P618L limits assumed): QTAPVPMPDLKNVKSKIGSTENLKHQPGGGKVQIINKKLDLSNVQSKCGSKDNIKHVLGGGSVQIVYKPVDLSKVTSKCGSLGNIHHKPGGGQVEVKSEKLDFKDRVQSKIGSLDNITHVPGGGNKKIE
#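 Steps: dispense K18 P301L tau (15 uM plus 0.24 uM Alexa 594 tracer, final) in pH 7 sodium acetate; add compound; add heparin (20 uM final); incubate 6 hr, 37 C; add ThT (30 uM final); after 1 hr ambient, read FP.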
# TRb SRC2 PPI: TRbeta-SRC2 interaction inhibition | Potency, µM (series often up to 106 µM), for inactives: at the highest dose activity change, negative = inhibition, usual class: inhibitors | 280,000 compounds, 0.065% hits | TRbeta-SRC2 peptide binding, fluorescence polarization; receptor liganded with 1 µM T3 | P10828;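 note: potency is the fitted concentration of half-maximal effect; plate controls were bound peptide for no effect and peptide without receptor for full effect; nearly all actives have a fitted effect of over 50% in size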
# Target sequence (P10828 whole entry, looked up): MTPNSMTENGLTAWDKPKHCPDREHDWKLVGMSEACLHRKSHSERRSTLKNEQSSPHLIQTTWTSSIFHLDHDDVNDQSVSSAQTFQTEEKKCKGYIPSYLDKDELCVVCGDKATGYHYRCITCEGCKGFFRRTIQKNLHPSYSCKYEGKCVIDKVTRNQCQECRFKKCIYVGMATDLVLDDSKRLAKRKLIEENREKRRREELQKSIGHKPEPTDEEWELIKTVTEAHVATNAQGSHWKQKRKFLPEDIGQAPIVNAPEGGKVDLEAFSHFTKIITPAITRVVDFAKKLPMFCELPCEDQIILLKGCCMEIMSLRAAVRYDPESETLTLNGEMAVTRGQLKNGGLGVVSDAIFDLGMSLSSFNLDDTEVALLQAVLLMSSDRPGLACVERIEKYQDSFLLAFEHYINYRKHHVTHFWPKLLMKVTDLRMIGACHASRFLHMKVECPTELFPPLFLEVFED
#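 Binding of a 20-amino-acid Texas Red SRC2 peptide (20 nM) to TRb ligand-binding domain (0.6 uM) with agonist T3 at 1 uM was followed by fluorescence polarization after a 5 hr room-temperature incubation.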
# Epigenetic derep: epigenetic control regulation, reporter derepression; murine LDR cells, GFP reporter derepression, 30 h; Potency, µM (doses to about 53.9 µM), without a hit: top-dose GFP activation, hits mostly activators; 280,000 compounds, 0.2% hits; note: potency is the fitted concentration of half-maximal effect; % of control where 0% means no effect; nearly all actives have a fitted effect of over 60% in size
#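 Murine LDR cells carrying a silenced, genomically integrated CMV-driven GFP reporter were exposed to compound for 30 hours at 37 C. After PBS washes, GFP-positive cells (20–120 um objects) were counted by laser-scanning microplate cytometry.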
# GLA spleen mod: inhibitors or activators of human alpha-galactosidase in spleen homogenate; P06280; AID 2107; human spleen homogenate, 4MU-alpha-Gal fluorescence, 40 min; Potency, µM (doses to about 80 µM), inactives show at the highest dose activity change, negative = inhibition, most hits filed as inhibitors; 240,000 compounds, 0.008% hits;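 note: potency is the fitted concentration of half-maximal effect; 0% = enzyme with vehicle and -100% = no enzyme basal signal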
#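 Spleen homogenate 1 ug + cpd (titration) + 4-MU-alpha-D-galactopyranoside 1 mM; 37C 40 min; 50 mM citrate/phosphate pH 5.0, 0.01% Tween-20; stop pH 10; fluorescence 365/440; AC50 via Hill.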
# NPSR antag: blocks cAMP signaling of the human neuropeptide S receptor; AID 1461; Q6W5P4; Potency, µM (doses to about 38.3 µM), without a hit: top-dose activity change, negative = inhibition, most hits filed as inhibitors; 220,000 compounds, 1% hits; CHO-NPSR cells, cAMP TR-FRET, antagonist mode; note: potency is the fitted concentration of half-maximal effect; % is set by controls: 0 for no effect and ±100 for the full control effect; nearly all actives have a fitted effect of over 50% in size; many of its hits are not listed in these tables
# Target sequence (Q6W5P4 whole entry, looked up): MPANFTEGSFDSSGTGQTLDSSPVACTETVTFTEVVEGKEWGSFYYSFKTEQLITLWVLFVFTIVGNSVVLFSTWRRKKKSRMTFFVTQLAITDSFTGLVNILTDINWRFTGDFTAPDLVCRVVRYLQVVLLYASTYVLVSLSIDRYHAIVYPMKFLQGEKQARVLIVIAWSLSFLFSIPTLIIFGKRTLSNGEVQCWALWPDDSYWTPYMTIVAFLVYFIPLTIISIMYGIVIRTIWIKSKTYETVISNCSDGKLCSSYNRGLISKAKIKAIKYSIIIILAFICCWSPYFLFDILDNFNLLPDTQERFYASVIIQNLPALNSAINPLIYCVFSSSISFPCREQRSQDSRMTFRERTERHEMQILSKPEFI
# CBFb RUNX1 block: blocks binding between human CBF-beta and RUNX1; 230,000 tested, under 10 active; AID 1477; AlphaScreen CBFb-His/RUNX1-biotin binding, biochemical; Potency, µM (titrated, usually from 59.8 µM), inactives show at the highest dose activity, negative = inhibition, usual class: inhibitors; note: % of control where 0% means no effect
#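 AlphaScreen binding: CBFb-His and RUNX1-biotin (30 nM each) preincubated 20 min, compound added for 15 min, then nickel and streptavidin beads for 90 min, all at room temperature. Disruption of the interaction by any mechanism counts as activity.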
# Numbers without * were called inactive; ? = inconclusive; . = no result given; [ ] = dose if it differs, or a comment. Unless noted, calls come from the whole dose curve; as a rule, active = well fitted curve in the direction sought with a large enough effect; inconclusive = small, poorly fitted or top-dose-only effect, or another doubt; inactive = no such curve, though single readings can be large; an effect the other way counts as inactive or inconclusive.
1) COC(=O)CSc1nc2cc3c(cc2cc1C#N)OCO3
2) Cc1ccc(S(=O)(=O)N2CCN(CC(=O)N/N=C/c3ccc(Br)s3)CC2)cc1
3) COCCCN1C(=O)c2ccccc2C1C(=O)NC1CCCCCC1 (stereo not given)
4) NC(=S)Cc1nc2n(n1)Cc1ccccc1-2
5) Cc1oc2ccc(OC(=O)COc3c(F)c(F)c(F)c(F)c3F)cc2c1C(=O)OC(C)C
6) CCS(=O)(=O)N1CCN(c2ccc([N+](=O)[O-])c(NCc3ccccc3)c2)CC1
7) N#Cc1ccccc1/C=N/Nc1nc(-c2ccccc2)c2cc(Cl)ccc2n1
8) Clc1ccc(/C=N/c2c(-c3ccco3)nc3ccccn23)cc1

screen / no.	1	2	3	4	5	6	7	8
TexasRed fluor	0%	1%	-3%	4%	-4%	-7%	-5%	3%
Tau fluor counter	-18%	-25%	-7%	-12%	-12%	?	-5%	25µM*[quencher]
Tau fibril FP	-11%	0%	-10%	-13%	2%	-7%	-6%	?
TRb SRC2 PPI	-11%	5%	-12%	2%	-8%	-1%	-1%	-12%
Epigenetic derep	?	2.0%	-0.9%	0.0%	1.1%	0.4%	-0.9%	0.1%
GLA spleen mod	6%	7%	23%	6%	4%	-2%	-4%	-13%
NPSR antag	?	9%	-7%[46.1 µM]	17%[46.1 µM]	4%	?	-14%[46.1 µM]	-25%[46.1 µM]
CBFb RUNX1 block	9%	-5%	0%	-4%	1%	-24%	-1%	-22%

9) Cc1ccc(Nc2ccc(S(=O)(=O)N3CCOCC3)cc2[N+](=O)[O-])c(C)c1
10) CCOC(=O)c1ccc(NC(=S)NCCCN2CCOCC2)cc1
11) O=S(=O)(c1ccc(OC(F)(F)F)cc1)N1CCC(c2nc3ccccc3s2)CC1
12) CCN(CCN(C)C)C(=O)Cn1ncc2c1-c1cc(C)ccc1OC2
13) COCCNC(=O)CCC(=O)N1Cc2cccc(OC)c2Oc2ncccc21
14) O=C(COC(=O)/C=C/c1ccccc1Cl)NCc1ccco1
15) CCOC(=O)C(=O)Nc1ccc2c(c1)OCO2
16) c1ccc2c(c1)CCCN2c1nc2ccccc2n2cnnc12

screen / no.	9	10	11	12	13	14	15	16
TexasRed fluor	-1%	-3%	-1%	-8%	0%	1%	0%	-3%
Tau fluor counter	-22%	-4%	10%	-3%	1%	-7%	-4%	-9%
Tau fibril FP	?	-2%	-5%	-7%	1%	5%	-1%	3%
TRb SRC2 PPI	0%	7%	5%	5%	6%	2%	5%	2%
Epigenetic derep	0.0%	-4.2%	1.0%	1.0%	-1.3%	1.9%	-1.6%	0.7%
GLA spleen mod	-4%	1%	.	6%	.	-8%	1%	-1%
NPSR antag	6%	2%	.	18%[46.1 µM]	.	0%	-18%[46.1 µM]	0%[46.1 µM]
CBFb RUNX1 block	?	-2%	.	-4%	.	9%	0%	4%

17) COc1nn(C(C)C(=O)N2N=C(C(F)F)CC2(O)C(F)F)cc1[N+](=O)[O-] (stereo not given)
18) CCOC(=O)c1c(S(=O)(=O)N2CCCC(C(=O)Nc3cc(C)ccc3OC)C2)c(C)n(C)c1C (stereo not given)
19) O=C(NC1CCCC1)c1n[nH]c2ccccc12
20) Nc1c(C(=O)NCc2ccco2)c2nc3ccccc3nc2n1CCc1ccccc1
21) Cc1nn(-c2ccccc2)c(C)c1-c1cc(C(=O)N/N=C/c2cccnc2)[nH]n1
22) Cc1c(C(=O)/C=C/c2cccs2)oc2ccc(F)cc12
23) O=C1c2oc3ccccc3c(=O)c2C(c2cccc(Cl)c2)N1c1ccccn1 (stereo not given)
24) Cc1ccccc1NC(=O)C1(C)Cc2ccccc2C(=O)O1 (stereo not given)

screen / no.	17	18	19	20	21	22	23	24
TexasRed fluor	-3%	-5%	0%	-1%	4%	-1%	-25%	-4%
Tau fluor counter	-3%	-2%	-3%	?	-2%	-11%	-20%	-10%
Tau fibril FP	2%	-14%	-4%	-15%	-1%	-12%	-9%	-6%
TRb SRC2 PPI	-9%	-3%	-1%	3%	4%	-5%	-2%	5%
Epigenetic derep	-0.1%	-1.3%	-2.2%	-2.2%	-1.3%	5.7%	4.8%	-1.2%
GLA spleen mod	-21%	.	-3%	?	0%	7%	.	9%
NPSR antag	17%	.	7%	-52%	10%	-24%[46.1 µM]	.	1%[46.1 µM]
CBFb RUNX1 block	3%	.	20%	?	-5%	-13%	.	0%

# Full records from above.
# `Cc1c(C(=O)/C=C/c2cccs2)oc2ccc(F)cc12` is entered as TexasRed fluor = -1%; Tau fluor counter = -11%; Tau fibril FP = -12%; TRb SRC2 PPI = -5%; Epigenetic derep = 5.7%; GLA spleen mod = 7%; NPSR antag = -24%[46.1 µM]; CBFb RUNX1 block = -13%
# `O=C(NC1CCCC1)c1n[nH]c2ccccc12` is entered as TexasRed fluor = 0%; Tau fluor counter = -3%; Tau fibril FP = -4%; TRb SRC2 PPI = -1%; Epigenetic derep = -2.2%; GLA spleen mod = -3%; NPSR antag = 7%; CBFb RUNX1 block = 20%
# `COc1nn(C(C)C(=O)N2N=C(C(F)F)CC2(O)C(F)F)cc1[N+](=O)[O-]` (stereo not given) is entered as TexasRed fluor = -3%; Tau fluor counter = -3%; Tau fibril FP = 2%; TRb SRC2 PPI = -9%; Epigenetic derep = -0.1%; GLA spleen mod = -21%; NPSR antag = 17%; CBFb RUNX1 block = 3%

# (cont.)
25) Cc1ccc(S(=O)(=O)N2CCCCC2)cc1C(=O)N1CCN(c2ccccn2)CC1
26) O=C1Nc2ccccc2N(O)N1c1ccc(S(=O)(=O)N2CCCCCC2)cc1
27) O=C(CSc1ccsc1[N+](=O)[O-])N1CCN(c2ccccc2)CC1
28) c1ccc2c(c1)Cc1cc3ccccc3nc1-2
29) COCCCn1[nH]c2c3c(ccc2c1=O)C(=O)c1ccccc1C3=O
30) CCN1C(=O)c2cccc3c(NC(=O)C(C)(C)C)ccc1c23
31) Cc1ccc(C2N(c3ccccc3)C(=O)N3CCCN23)cc1 (stereo not given)
32) CCC(C)(C(=O)NC1CCCCC1)N(CC1CCCO1)C(=O)c1ccccn1 (stereo not given)

screen / no.	25	26	27	28	29	30	31	32
TexasRed fluor	1%	0%	-7%	-10%	-18%	-3%	-3%	-1%
Tau fluor counter	2%	-1%	-30%	-30%	?	-10%	0%	1%
Tau fibril FP	-1%	8%	2%	-10%	0%	1%	5%	9%
TRb SRC2 PPI	-6%	-9%	-2%	0%	-5%	6%	-1%	-7%
Epigenetic derep	-7.6%	0.0%	-1.1%	0.0%	-0.7%	-1.0%	-0.1%	2.0%
GLA spleen mod	-5%	-4%	-3%	19%	-1%	6%	-1%	7%
NPSR antag	-12%	20%	-3%	.	-19%[46.1 µM]	-10%[46.1 µM]	-10%	-9%[46.1 µM]
CBFb RUNX1 block	26%	-11%	?	12%	-18%	2%	5%	10%

33) Cc1c(C(=O)NCc2ccccc2)oc2c1-c1[nH]ncc1CC2
34) OCCNC(=S)Nc1ccc(Oc2ccccc2)cc1
35) O=C(Cc1c[nH]c2ccccc12)Nc1nnc(C2CC2)s1
36) COc1ccc(NC(=O)CCOc2ccccc2)cc1
37) O=C(O)CCCCCCCCCCCc1ccccc1
38) O=C(Nn1c(SCc2ccccc2F)nc2ccsc2c1=O)c1ccccc1
39) c1ccc(N2CCN(Cc3nnnn3C3CCCCC3)CC2)cc1
40) C=CCN1C(=O)/C(=C/c2ccc(OCC(=O)O)cc2)S/C1=N/c1nccs1
41) CCCOc1ccc(C2C(C(=O)c3ccco3)=C(O)C(=O)N2CCN2CCOCC2)cc1OC (stereo not given)
42) CCc1cc(C(=O)NNC(=S)NCc2ccccc2)cs1
43) Cc1ccc(Nc2nnc(-c3cc4c(ccc5ccccc54)oc3=O)s2)cc1

screen / no.	33	34	35	36	37	38	39	40	41	42	43
TexasRed fluor	0%	-3%	-1%	-2%	1%	0%	0%	-10%	1%	-2%	0.032µM*[quencher]
Tau fluor counter	-5%	-16%	-28%	-12%	4%	-19%	3%	0%	2%	-10%	-7%
Tau fibril FP	1%	4%	13%	-1%	12%	8%	3%	5%	-2%	9%	7%
TRb SRC2 PPI	1%	-5%	-2%	-4%	5%	-3%	13%	14%	2%	-3%	?
Epigenetic derep	-0.2%	2.3%	-4.8%	2.0%	-1.6%	1.5%	3.6%	1.9%	2.2%	-0.1%	-0.8%
GLA spleen mod	.	5%	-4%	-1%	-6%	1%	2%	-12%	7%	12%	.
NPSR antag	.	18%	9%	-4%[46.1 µM]	-9%	-19%	-22%[46.1 µM]	-11%	-5%[46.1 µM]	-8%[46.1 µM]	.
CBFb RUNX1 block	.	1%	-6%	0%	?	-10%	2%	0%	2%	-2%	.

# Not all compounds are listed; the hit share may differ from the screen's.
